ELG1 repair inh: qHTS screen for small molecules that inhibit ELG1-dependent DNA repair in human embryonic kidney (HEK293T) cells expressing luciferase-tagged ELG1; HEK293T ELG1-luciferase reporter, luminescence, 16 h; DNA damage induced by 5-fluorouridine; Potency, µM (titrated, usually from 46.1 µM), inactives show at the top dose activity change, negative = inhibition, most hits filed as inhibitors; actives 2.3% (n = 330,000); AID 504467, 2011; also: potency is read from the fitted curve at half-maximal effect; % is scaled to controls: 0 for no effect and ±100 for the full control effect; nearly all actives have a fitted effect of over 55% in size
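In this reporter screen, reduction of luminescence relative to DMSO vehicle indicated activity. Compounds and 5-fluorouridine were added together to 2,000 cells per well, incubated for 16 hr at 37 °C, then developed with ONE-Glo.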
TCR activator: Activators of T cell receptors: qHTS campaign; 330,000 tested, under 10 active; AID 504894, 2011; Potency, µM (series often up to 9.22 µM), for inactives: at the highest dose activation of IL-2 secretion, most hits filed as activators; primary human leukocytes, anti-CD3, IL-2 HTRF, 48 h; also: % of control where 0% means no effect
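Compounds are tested in HTS on primary human leukocytes co-incubated with a-CD3 beads for 48 hr. IL-2 output is measured by time-resolved FRET.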
Chronic BCR inh: qHTS Assay to Find Inhibitors of Chronic Active B-Cell Receptor Signaling; ABC-DLBCL IkBa-CBG/CBR reporter, luminescence ratio, 4 h; actives 0.05% (n = 340,000); Potency, µM (highest dose often 46.1 µM), without a hit: top-dose ratio change, negative = lower green/red ratio, most hits filed as inhibitors; active = well fitted inhibition curve with a large enough effect in the signal ratio, with a control signal flat, not every such curve was filed as active; inconclusive = small, poorly fitted or top-dose-only effect, or effect the other way, or a change in a side signal; the % refers to the signal ratio;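 also: potency is read from the fitted curve at half-maximal effect; plate controls were basal doxycycline-induced cells for no effect and cells given 10 µM MG132 for full effect; MG132 reads +100%, hits lower the ratio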
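Cell line TMD8 (human ABC DLBCL), stably expressing tet-inducible CBG68-IkBa fusion and CBR; IMDM/0.5% FBS; cpd up to 46 uM; dox induction, 4 h, 37C/5% CO2; dual luminescence; green/red ratio; MG132 control.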
TSG101-PTAP inh: qHTS Assay for Iinhibitors of HIV-1 Budding by Blocking the Interaction of PTAP/TSG101; Tumor susceptibility gene 101 protein (Homo sapiens), Q99816; Fluorescence polarization, FITC-PTAP peptide / Tsg101 binding; Potency, µM (doses to about 115 µM), without a hit: at the top dose activity change, negative = inhibition, usual class: inhibitors; 340,000 tested, under 10 active; active = well fitted inhibition curve with a large enough effect in the main read-out, with a control signal flat, not every such curve was filed as active; inconclusive = small, poorly fitted or top-dose-only effect, or effect the other way, or a change in a side signal; inactive = no such curve, though single readings can be large or run the other way; also: potency is read from the fitted curve at half-maximal effect; % of control where 0% means no effect
Target sequence (Q99816 whole entry, looked up): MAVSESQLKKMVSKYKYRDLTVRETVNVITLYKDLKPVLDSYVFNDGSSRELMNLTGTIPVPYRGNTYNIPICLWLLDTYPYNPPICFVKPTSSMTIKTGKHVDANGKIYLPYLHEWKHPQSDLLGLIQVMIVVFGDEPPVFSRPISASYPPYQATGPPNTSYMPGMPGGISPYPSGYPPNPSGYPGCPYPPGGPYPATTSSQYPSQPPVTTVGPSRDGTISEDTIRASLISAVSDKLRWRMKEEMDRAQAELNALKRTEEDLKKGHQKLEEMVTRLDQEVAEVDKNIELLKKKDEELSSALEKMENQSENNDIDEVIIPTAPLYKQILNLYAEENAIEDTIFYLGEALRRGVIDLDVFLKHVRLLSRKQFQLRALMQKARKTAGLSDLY
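Tsg101 binding domain (10 uM final) was mixed with compound and a FITC-labeled PTAP peptide (50 nM final) in HEPES pH 7.5 buffer with NaCl, Tween 20, EDTA and TCEP; fluorescence polarization was read after 20 min at r.t.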
USP2a block: qHTS Assay for Inhibitors of Ubiquitin-specific Protease USP2a Using CHOP2 as the Reporter | USP2 core, Ub-CHOP2 coupled fluorogenic reporter, 485/531 | actives 0.01% (n = 330,000) | Ubiquitin carboxyl-terminal hydrolase 2 (Homo sapiens), O75604 | Potency, µM (doses to about 38.3 µM), inactives show top-dose activity change, negative = inhibition, actives largely listed as inhibitors;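 also: potency is read from the fitted curve at half-maximal effect; plate controls were DMSO wells for no effect and full inhibition by NEM control for full effect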
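USP2 core (10nM final) preincubated 30min RT with compound in 20mM Tris-HCl pH 8.0, 2mM CaCl2, 2mM beta-mercaptoethanol, 0.05% CHAPS; 25nM Ub-CHOP2 plus 25nM reporter substrate added, fluorescence (Ex485/Em531) read after 60min.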
TSHR antag: Antagonists of the Thyroid Stimulating Hormone Receptor: HTS campaign; TSHR-expressing cells, TSH-stimulated cAMP HTRF, 2 h; hits give low values; activity change, negative = inhibition, % at 11.5 µM; AID 504810, 2011; actives 0.2% (n = 330,000);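 active = activity change below a set negative limit, meaning inhibition stronger than a set level, cut at about -70% in these data; inconclusive = activity change between two set negative limits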; also: % is scaled to controls: 0 for no effect and ±100 for the full control effect
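TSHR-expressing cells were treated with compounds, then stimulated with TSH at EC80 (4nM final) for 2 hours at 37 deg C. Cellular cAMP was measured by HTRF competition between lysate cAMP and cAMP-d2 for a cryptate-labelled anti-cAMP antibody.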
B2AR arrestin: qHTS assay of beta-arrestin-biased ligands of beta2-adrenergic receptor. beta-arrestin recruitment to beta2AR, cell-based reporter. Potency, µM (top dose mostly 46.1 µM), for the others: at the top dose activation, usual class: activators. actives 0.02% (n = 330,000);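 also: potency is read from the fitted curve at half-maximal effect; 0% = DMSO controls and full agonism = EC100 isoproterenol or metaproterenol; nearly all actives have a fitted effect of over 65% in size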
Tb PFK block: qHTS Assay to Find Inhibitors of T. brucei phosphofructokinase; ATP-dependent 6-phosphofructokinase (Trypanosoma brucei brucei), O15648; T. brucei PFK, ADP-Glo luminescence; Potency, µM (top dose mostly 57.5 µM), for the others: at the highest dose activity, negative = inhibition, actives largely listed as inhibitors; actives 0.17% (n = 330,000); AID 485367, 2010;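 also: potency is read from the fitted curve at half-maximal effect; 0% = uninhibited 1x PFK enzyme wells and -100% = no-enzyme wells; nearly all actives have a fitted effect of over 60% in size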
Target sequence (O15648 whole entry, looked up): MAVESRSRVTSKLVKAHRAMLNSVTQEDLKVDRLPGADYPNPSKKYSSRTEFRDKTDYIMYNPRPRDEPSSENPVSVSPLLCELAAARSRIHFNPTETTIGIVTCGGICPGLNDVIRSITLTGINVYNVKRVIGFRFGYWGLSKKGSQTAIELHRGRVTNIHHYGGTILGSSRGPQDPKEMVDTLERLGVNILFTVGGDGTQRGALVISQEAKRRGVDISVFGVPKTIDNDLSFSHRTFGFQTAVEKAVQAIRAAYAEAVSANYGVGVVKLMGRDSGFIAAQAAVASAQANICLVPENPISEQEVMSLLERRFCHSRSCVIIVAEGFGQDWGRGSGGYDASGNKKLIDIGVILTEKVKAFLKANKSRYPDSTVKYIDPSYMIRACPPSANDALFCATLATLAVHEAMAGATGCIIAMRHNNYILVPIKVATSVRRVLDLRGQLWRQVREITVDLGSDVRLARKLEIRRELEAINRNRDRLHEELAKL
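Luminescent ADP detection (ADP-Glo, two-step: ATP depletion then ADP-to-ATP conversion for luciferase) reported PFK activity after 45 min room-temperature reaction of 1.25 nM enzyme with 0.5 mM F6P and 0.1 mM ATP at pH 8.0.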
Mito fusion yeast: qHTS Assay for Small Molecule Inhibitors of Mitochondrial Division or Activators of Mitochondrial Fusion | S. cerevisiae fusion-defective mutant growth rescue, CellTiterGlo 48 h | Potency, µM (highest dose often 46.1 µM), for the others: at the top dose growth rescue (activation), hits mostly activators | actives 0.23% (n = 320,000) | AID 485298, 2010;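 also: potency is read from the fitted curve at half-maximal effect; % of control where 0% means no effect; nearly all actives have a fitted effect of over 45% in size; temperature-sensitive fusion mutants such as fzo1-1 at 37 °C on non-fermentable ethanol glycerol medium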
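Temperature-sensitive fusion-defective S. cerevisiae (e.g. fzo1-1, mgm1-5) were grown with compound in YPEG medium (3% ethanol, 3% glycerol) for 48 hours at 37C. Growth rescue was measured as viability by CellTiterGlo luminescence after 10 minutes at ambient.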
uPA generation: qHTS for Inhibitors of Cell Surface uPA Generation; cell surface uPA generation assay, qHTS; Potency, µM (highest dose often 38.3 µM), without a hit: top-dose activity change, negative = inhibition, most hits filed as inhibitors; actives 0.31% (n = 330,000); AID 540303, 2011; active = well fitted inhibition curve with a large enough effect; inconclusive = small, poorly fitted or top-dose-only effect; inactive = no such curve, though single readings can be large or run the other way; tested in mouse RAW 264.7 cells; also: potency is read from the fitted curve at half-maximal effect; % is scaled to controls: 0 for no effect and ±100 for the full control effect; nearly all actives have a fitted effect of over 55% in size
Eya2 phos inh: qHTS Assay for Inhibitors of the Phosphatase Activity of Eya2; recombinant Eya2, OMFP fluorescence dephosphorylation (OMFP is methylfluorescein phosphate); Potency, µM (doses to about 76.9 µM), for the others: top-dose activity, negative = inhibition, actives largely listed as inhibitors; actives 0.006% (n = 330,000); AID 488837, 2010; also: potency is read from the fitted curve at half-maximal effect; % is scaled to controls: 0 for no effect and ±100 for the full control effect
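Eya2 (0.2 uM) preincubated 10 min at ambient with compound, then OMFP substrate added at 50 uM; 10 min reaction in 50 mM HEPES pH 7.5, 50 mM NaCl, 5 uM MgCl2, 0.05% BSA, 1 mM DTT. Fluorescence read at Ex 485/Em 525 nm.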
* marks the source's active call; other numbers are inactive results; ? = inconclusive; nt = not tested or not shown; [ ] = remark or other dose. Unless noted, calls follow the shape of the dose curve; as a rule, active = well fitted curve in the direction sought with a large enough effect; inconclusive = small, poorly fitted or top-dose-only effect, or another doubt; inactive = no such curve, though single readings can be large; an effect the other way counts as inactive or inconclusive. Rows are unselected (roughly 3% active in at least one column).

SMILES	ELG1 repair inh	TCR activator	Chronic BCR inh	TSG101-PTAP inh	USP2a block	TSHR antag	B2AR arrestin	Tb PFK block	Mito fusion yeast	uPA generation	Eya2 phos inh
COc1ccc(CCNC(=O)CSc2nc(N)c3c(C)c(C)oc3n2)cc1OC	-14%	-3%	?	-4%	2%	5	-0.2%	-9%	-2%	53%[activator]	-7%
CN(C(=S)NC(=O)c1ccccc1)c1c(N)n(Cc2ccccc2)c(=O)[nH]c1=O	3%	-2%	?	0%	-12%	3	-0.3%	1%	0%	4%	13%
COc1ccc(OC)c(/C(O)=C/C(=O)C(=O)Nc2ccccc2OC)c1	-12%	0%	-2%	-14%	11%	14	0.1%	8%	-1%	-4%	5%
Nc1nc(SCC(=O)Nc2ccccc2)nc2nc3c(cc12)CCCC3	?	6%[46.1 µM]	?	0%	0%	-5	-0.9%	0%	-1%	-3%	0%
CCCCCCOc1ccc(N2C(=O)CC(N3CCN(C(=O)c4ccco4)CC3)C2=O)cc1 (stereo unspecified)	-14%	-1%	16%	-9%	2%	3	0.1%	6%	16%	-6%	4%
CCCCNC(=O)NC(C(=O)OC)C12CC3CC(CC(C3)C1)C2 (stereo unspecified)	?	1%	6%	0%	-1%	2	0.2%	-3%	4%	5%	-18%
NC(=O)c1ccccc1NC(=O)C1CCCO1 (stereo unspecified)	-2%	-3%	3%	-3%	0%	-1	-0.2%	3%	-1%	-1%	10%
c1ccc2oc(SCc3cn4ccccc4n3)nc2c1	?	-5%	?	-7%	0%	3	0.3%	7%	4%	1%	-10%
CC1Cc2ccccc2N1C(=O)CN(C)CC(=O)Nc1ccc(F)cc1 (stereo unspecified)	2%	1%	?	-5%	2%	-7	-0.3%	1%	13%	26%	17%
CC(C)[C@H](NC(=O)N1CCn2c1nc1ccccc12)C(=O)N[C@H](C(=O)O)c1ccccc1	1%	-4%	?	2%	-1%	6	-0.5%	1%	0%	-2%	9%
CCN(CC)S(=O)(=O)c1ccc(S(=O)(=O)NCC2CCCO2)cc1 (stereo unspecified)	1%	-1%	-2%	-17%	9%	-2	0.1%	2%	1%	-8%	5%
CN(CC1CCCN(CCc2ccc(Cl)cc2)C1)C(=O)c1ccc2nc[nH]c2c1 (stereo unspecified)	-9%	-6%	-3%	-1%	0%	2	-0.3%	1%	1%	16%	10%
O=S(=O)(c1ccccc1)N1CCc2ccccc2C1	-12%	6%	-1%	-1%	3%	-2	0.2%	1%	0%	-18%	3%
COc1cc(NC(=O)C/C(C)=N/NC(=O)C(=O)NC2CCCCC2)c(OC)cc1Cl	3%	-3%	?	1%	3%	-14	-0.3%	-7%	2%	-26%	-9%
COC1=CC2(O)CCCC2=CC1=O (stereo unspecified)	1%	1%	5%	-5%	0%	1	-0.2%	0%	-2%	-24%	4%
Cc1cccc(NC(=O)CNC(=O)CCc2nc3sc4c(c3c(=O)[nH]2)CCCC4)c1C	?	-1%	-2%	4%	5%	7	0.0%	?	-5%	23%	10%
CC1=C(C(=O)OCc2ccccc2)C(c2ccc(Cl)cc2)NC(=O)N1CCCC(=O)O (stereo unspecified)	-11%	5%	9%	-8%	4%	-18	0.1%	-2%	1%	3%	-1%
O=[N+]([O-])c1ccccc1S(=O)(=O)N(CC1CO1)c1ccccc1 (stereo unspecified)	25%	-7%	-7%	0%	0%	5	-0.6%	-18%	-2%	0%	-3%
Cc1ccc(-n2nc3cc(C)c(N)cc3n2)cc1	?	-7%	?	0%	3%	-6	0.0%	-5%	13%	-11%	-28%
CCOC(=O)N1CCN(C(=O)c2cc3c(=O)n(C)c4ccccc4c3n2C)CC1	?	-4%	?	-3%	1%	0	0.1%	4%	0%	2%	16%
CCCCN(C(=O)CSc1nnc(Nc2ccc(C)c(C)c2)s1)c1c(N)n(Cc2ccccc2)c(=O)[nH]c1=O	11%	0%	-6%	-1%	-1%	-9	-0.5%	-4%	-1%	-8%	-24%
O=C1CCCC(=O)C1C1c2ccccc2CCN1C(=O)CCl (stereo unspecified)	-9%	2%	-1%	0%	-1%	-2	0.0%	2%	-1%	-4%	-3%
COc1cc(OC)cc(C(=O)Nc2cccc(NC(C)=O)c2)c1	-1%	6%	?	-8%	0%	20	-0.2%	1%	8%	13%	-30%
CC(=O)SC(C)CC(=O)NCc1ccccc1 (stereo unspecified)	12%	3%	6%	-10%	1%	0	-0.1%	-1%	-4%	11%	3%
Cc1cc(C)c(O)c(-c2cc(C(=O)NCCc3ccc(S(N)(=O)=O)cc3)[nH]n2)c1	6%	-8%	?	1%	4%	-3	-0.5%	2%	-2%	0%	-5%
Cc1nn(C(=O)c2nn(C)cc2Cl)c(C)c1Br	2%	6%[46.1 µM]	0%	-2%	-1%	-4	0.0%	-11%	-8%	0%	14%
O=C(CN1C(=O)NC2(CCCC2)C1=O)N1CCc2ccccc2C1	-10%	nt	3%	-5%	9%	-7	-0.7%	-2%	14%	1%	16%
Cc1ccccc1N1C(=O)CC(Nc2ccc3c(c2)OCO3)C1=O (stereo unspecified)	-3%	5%	-1%	-6%	4%	-2	0.0%	4%	-1%	-20%	2%
Cc1ccc(CNC(=O)C2CCCN2C(=O)Nc2ccc(C)cc2)cc1 (stereo unspecified)	-3%	0%	1%	2%	2%	17	4.7%	-4%	-1%	5%	2%
O=C(O)CC/C(=C\c1ccc2c(c1)OCO2)c1nc2ccccc2s1	?	-5%	?	1%	1%	-12	0.4%	8%	?	-1%	7%
Cc1ccc(-n2cc(S(=O)(=O)c3ccc(C)cc3)[nH]c2=O)cc1	1%	-8%	-12%	-7%	-2%	-2	0.1%	0%	-11%	3%	-4%
CCOc1ccccc1NC(=O)C(CC(C)C)NC(=O)C1CCC(C)CC1 (stereo unspecified)	18%	-11%	-7%	1%	-5%	3	-0.1%	-3%	4%	2%	-5%
Cc1cc(=S)c2ccccc2[nH]1	-16%	-13%	-11%	-3%	4%	-7	-0.5%	2%	-4%	-1%	7%
O=S(=O)(NCCCNS(=O)(=O)c1c(F)cccc1F)c1ccc2c(c1)OCCO2	9%	-1%	-5%	2%	3%	-24	0.5%	17%	-3%	-5%	-15%
Cc1ccccc1NS(=O)(=O)c1ccc(NS(=O)(=O)c2cccs2)cc1	5%	-5%	4%	-10%	0%	19	0.4%	5%	5%	4%	-3%
CC(=O)NCCNC(=O)C1CCC(CNc2nc(=S)[nH]c3ccccc23)CC1 (stereo unspecified)	6%	2%	-3%	-6%	0%	3	-1.1%	3%	2%	-2%	-20%
CCN1C[C@@H]2[C@@H]3C(=O)N(C)C(=O)[C@@H]3[C@](Cc3ccccc3)(C(=O)OC)N2C1=NC1CCCCC1	19%	-3%[46.1 µM]	-5%	-1%	1%	37	-0.8%	-7%	nt	-14%	8%
O=C(CN1CCN(c2ccc(F)cc2)CC1)Nc1ccc2c(c1)OCCO2	?	4%	-17%	0%	1%	-8	-0.4%	4%	7%	-2%	-28%
Cc1cc(Cl)ccc1OC(C)C(=O)NNC(=O)C1CCCCC1C(=O)O (stereo unspecified)	11%	-1%	-2%	-2%	-2%	-4	0.0%	0%	0%	5%	-8%
